hIAP block: human IAP inhibition; 330,000 compounds, 0.12% hits; AID 2544; purified IAP, CDP-Star luminescence, 30 min; inhibition, % at 10 µM; P09923;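 active = inhibition reaching a set limit with compound at 10 µM in the primary screen, cut at about 35% in these data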;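 note: plate controls were DMSO wells with enzyme for no effect and no-enzyme buffer wells for full effect; values of inactives mirror those of a sister screen read the other way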
HKDC1 inh: HKDC1 (human) hexokinase inhibition; Q2TB90; recombinant HKDC1, G6PDH/diaphorase resazurin coupled fluorescence; inhibition, % at 20 µM; 340,000 compounds, 0.16% hits; AID 493160;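 active = inhibition above about 35% when tested at 20 µM, limit read from the data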;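 note: plate controls were DMSO wells with enzyme for no effect and DMSO wells lacking enzyme for full effect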
Target sequence (Q2TB90 whole entry, looked up): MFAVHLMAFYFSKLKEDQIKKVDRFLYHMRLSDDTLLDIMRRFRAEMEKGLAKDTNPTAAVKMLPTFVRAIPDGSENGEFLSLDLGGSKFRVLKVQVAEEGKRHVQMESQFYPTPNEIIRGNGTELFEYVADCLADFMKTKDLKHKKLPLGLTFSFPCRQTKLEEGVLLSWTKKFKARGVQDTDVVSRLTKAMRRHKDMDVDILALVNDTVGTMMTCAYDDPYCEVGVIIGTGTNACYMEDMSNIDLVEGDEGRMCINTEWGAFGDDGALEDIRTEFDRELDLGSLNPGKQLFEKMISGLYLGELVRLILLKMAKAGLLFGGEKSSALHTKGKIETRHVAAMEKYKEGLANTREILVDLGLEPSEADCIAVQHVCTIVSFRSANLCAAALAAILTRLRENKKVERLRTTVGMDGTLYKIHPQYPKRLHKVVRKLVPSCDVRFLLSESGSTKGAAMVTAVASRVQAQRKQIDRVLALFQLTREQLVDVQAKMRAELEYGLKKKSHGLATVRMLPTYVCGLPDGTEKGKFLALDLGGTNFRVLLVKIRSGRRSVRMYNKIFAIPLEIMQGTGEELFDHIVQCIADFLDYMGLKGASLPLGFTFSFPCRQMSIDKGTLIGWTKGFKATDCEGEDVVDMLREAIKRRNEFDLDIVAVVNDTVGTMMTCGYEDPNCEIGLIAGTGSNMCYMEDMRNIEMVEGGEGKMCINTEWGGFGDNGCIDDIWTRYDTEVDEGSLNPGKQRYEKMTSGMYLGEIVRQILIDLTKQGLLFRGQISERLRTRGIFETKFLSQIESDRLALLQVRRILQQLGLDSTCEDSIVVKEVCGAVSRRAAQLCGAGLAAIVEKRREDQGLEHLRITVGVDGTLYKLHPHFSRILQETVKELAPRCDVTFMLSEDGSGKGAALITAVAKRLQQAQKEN
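Test system: recombinant HKDC1 (HK5) hexokinase enzyme, produced in-house / Doses: 20 µM test compound, 1% DMSO / Timing: 90 min, room temperature / Detection: G6PDH/diaphorase-coupled fluorescence, 1 mM NADP, 100 µM resazurin, 525/613 nm / Control set: DMSO wells with and without enzyme mix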
mIAP act: mouse IAP activation | 330,000 compounds, 0.24% hits | muIAP, CDP-Star luminescence, 30 min; hits give high values; 1 = vehicle-only enzyme signal, 0 = enzyme-free wells | AID 2805 | activation factor at 10 µM;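 active = activation factor of at least 2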; note: the source names both 10 and 20 µM as test concentration; values of inactives mirror those of a sister screen read the other way
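Assay system: mouse IAP enzyme / Compound: DMSO-dissolved test compounds / Timing: 30 min, room temperature / Measured by: luminescence from enzymatic CDP-Star hydrolysis / Control set: DMSO-only wells, enzyme-free buffer wells as negative control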
hIAP act: human IAP activation; 330,000 compounds, 0.16% hits; activation factor at 10 µM; AID 2524; purified human IAP, CDP-Star luminescence, 30 min; hits give high values; 1 = vehicle-only enzyme, 0 = enzyme-free background;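 active = activation factor of the enzyme at least 2-fold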; note: the source names both 10 and 20 µM as test concentration; values of inactives mirror those of a sister screen read the other way
mIAP inh: blocks mouse intestinal alkaline phosphatase. 330,000 compounds, 0.2% hits. inhibition, % at 10 µM. purified mouse IAP, CDP-Star luminescence, 30 min;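 active = inhibition of at least 40% at 10 µM in the primary screen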;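 note: plate controls were DMSO with enzyme for no effect and no enzyme wells for full effect; values of inactives mirror those of a sister screen read the other way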
ATG4B inhibitor: blocks human ATG4B protease cleavage of LC3 substrate; 340,000 compounds, 0.51% hits; inhibition, % at 8.33 µM; Q9Y4P1; AID 504462; ATG4B cleavage of LC3-PLA2, NBD-HPC fluorescence, 1 h; in the data active = inhibition above about 40%
PfG6PD inh: PfG6PD (Plasmodium falciparum) enzyme inhibition. PfGluPho enzyme, NADPH resazurin-diaphorase fluorescence. inhibition, % at 20 µM. 350,000 compounds, 0.78% hits;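 active = inhibition reaching at least a set limit at 20 µM in the primary screen, cut at about 59% in these data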;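 note: 0% = DMSO wells with substrate and 100% = DMSO wells lacking glucose-6-phosphate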
A3A deaminase: inhibitors of human APOBEC3A DNA deaminase | P31941 | recombinant A3A, FAM/TAMRA ssDNA deamination fluorescence | inhibition, % at 20 µM | 330,000 compounds, 0.41% hits;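 active = at least 40% inhibition at 20 µM here, with at most 30% in a related deaminase screen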;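 note: plate controls were A3A with DMSO for no effect and wells lacking A3A enzyme for full effect; some results filed as inactive read as strong as hits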
* hit, by the source's call; nt = no result given; & = joins results of further samples.

hIAP block	HKDC1 inh	mIAP act	hIAP act	mIAP inh	ATG4B inhibitor	PfG6PD inh	A3A deaminase	molecule
14	-5	0.89	0.86	11	-2	7	1	O=C(Nc1ccc(Cl)cc1)c1ccc(CN2CCc3ccccc3C2)cc1
-2	-6	1	1	0	3	4	-2	C#CCSc1nnc(C)c(C)n1
-48	-10	1.1	1.5	-10	-6	21	4	CCn1c(NC(=O)c2nn(C)cc2Br)nc2ccccc21
-10	-2	1	1.1	-4	-8	2	-8	CCN1CCN(CC(=O)Nc2cc(C(F)(F)F)ccc2OCCOC)CC1
-15	-10	0.99	1.2	1	-5	26	0	COc1ccc2c(c1)CCN(C(=O)CCl)C2C1C(=O)CCCC1=O (stereo not given)
-3	-3	1.1	1	-6	-3	7	-3	COc1ccc(N2CCN(C(c3cccc(OC)c3OC)c3nnnn3C3CCCC3)CC2)cc1 (stereo not given)
33	-5	0.96	0.67	4	1	-12	1	O=C(CSc1n[nH]c(-c2ccncc2)n1)Nc1ccccn1
-6	-4	0.95	1.1	5	2	-10	-3	COc1cc(C(=O)NNC(=O)c2ccco2)cc(OC)c1OC
17	-4	1	0.83	-1	2	10	1	CCc1ccc(NC(=O)N(Cc2cccnc2)Cc2ccco2)cc1
-20	4	1.1	1.2	-10	-13	16	-2	CC1=C(C(=O)OCCOC(C)C)C(c2cc3c(cc2Br)OCO3)C2=C(CCCC2=O)N1 (stereo not given)
27	-4	1.1	0.73	-9	3	-3	1	Cc1cccc(C(=O)Nc2cccc3c2CCCC3)c1
-13	-5	1.1	1.1	-6	-4	-10	-5	Cc1c(-c2cc(C(=O)O)on2)cnn1C
8	nt	0.88	0.92	12	nt	nt	9	O=[N+]([O-])C(=c1ccc2c(c1)N1C3=C(CCCC3)CC3CCCCC31N=2)[N+](=O)[O-] (stereo not given)
6	-7	0.95	0.94	5	14	0	-1	NNC(=O)c1ccc(COc2ccc3c(c2)CCC3)cc1
nt	17	1.1	nt	-6	4	11	3	O=C(C[C@H]1C[C@H](C(=O)N2CCOCC2)[C@@]2(CCC3CCCC3)c3[nH]c4ccc(Cl)cc4c3CCN2C1=O)NCCN1CCOCC1
22	-1	0.99	0.78	1	3	3	-5	CCCCc1nc2cc(C(=O)N3CCCC(OCCC)C3)ccc2o1 (stereo not given)
5	15	1.1	0.95	-8	6	28	-5	CCC(ONc1ccccc1C(F)(F)F)(C(=O)NN(C)C)c1ccccc1 (stereo not given)
-10	1	1	1.1	-2	-9	2	-5	Cc1nn(C(C)C(=O)NCCc2cccs2)c(=O)c2nn(-c3ccccc3)c(C)c12 (stereo not given)
6	-6	0.95	0.94	5	1	-4	2	COc1ccc(NC(=O)c2cc3n(n2)C(C(F)(F)F)CC(c2ccc(OC)cc2)N3)cc1 (stereo not given)
3	-17	0.94	0.97	6	-4	5	-1	COc1cc(NC(=O)C2CC(=O)NC3=C2C(=O)CCC3)cc(OC)c1 (stereo not given)
-4	8	0.96	1	4	-6	10	2	FC(F)(F)c1cnc2c(-c3ccccc3)n[nH]c2c1
-7	-8	0.97	1.1	3	-3	24	-6	CCn1c(COc2ccccc2)nnc1SCC(=O)c1cccc([N+](=O)[O-])c1
20&-6	-1&-3	0.97&0.94	0.8&1.1	3&6	-14&3	-2&-3	-5&-3	COC(=O)C1=C(C)NC(C)=C(C(=O)OC)C1C(=O)OC(C)C(=O)c1ccccc1 (stereo not given)
-10	2	1.1	1.1	-10	-4	-5	-2	COc1ccc(/C=[N+](\[O-])C2N(c3ccccc3)C(=S)SC2(C)C)cc1OC (stereo not given)

Part of the list above, reduced to A3A deaminase, hIAP act and mIAP inh.
SMILES,A3A deaminase,hIAP act,mIAP inh
FC(F)(F)c1cnc2c(-c3ccccc3)n[nH]c2c1,2,1,4
CCn1c(COc2ccccc2)nnc1SCC(=O)c1cccc([N+](=O)[O-])c1,-6,1.1,3
COC(=O)C1=C(C)NC(C)=C(C(=O)OC)C1C(=O)OC(C)C(=O)c1ccccc1 (stereo not given),-5&-3,0.8&1.1,3&6
COc1ccc(/C=[N+](\[O-])C2N(c3ccccc3)C(=S)SC2(C)C)cc1OC (stereo not given),-2,1.1,-10

Next part:
hIAP block	HKDC1 inh	mIAP act	hIAP act	mIAP inh	ATG4B inhibitor	PfG6PD inh	A3A deaminase	molecule
6	5	0.95	0.94	5	0	5	-2	CN1CCN(C(CNC(=O)c2ccc(Br)o2)c2ccc(F)cc2)CC1 (stereo not given)
3	-9	0.87	0.97	13	-7	5	5	Cc1ccccc1C(=O)Nc1c2c(nc3ccccc13)CCCC2
17	19	0.79	0.83	21	2	52	2	Fc1ccc(NC(=S)Nc2ccc3nccnc3c2)cc1
2	-3	0.98	0.98	2	1	14	-2	COn1c(-c2ccc(C)cc2)nc2ncccc21
-12	-5	1.1	1.1	-10	-4	-3	-3	Cc1ccccc1C(=O)N1CCC(C(=O)OCc2nc(N)nc(Nc3ccccc3)n2)CC1
-6	1	0.88	1.1	12	-8	12	-4	COc1cc(NC(=O)CCc2c(C)nc3nc(C)nn3c2C)cc(OC)c1
1	6	0.97	0.99	3	-5	4	1	O=C(COc1ccc(Br)cc1)Nc1ccc(N2CCOCC2)cc1N1CCOCC1
5	-2	0.93	0.95	7	26	-3	-6	COc1ccc(OC)c(S(=O)(=O)N2CCCC(N3CCN(c4ccccc4)CC3)C2)c1 (stereo not given)
-12	-12	0.96	1.1	4	-7	9	-8	Cc1[nH]c2ccccc2c1-c1csc(NC(=O)CSCCO)n1
-1	-7	0.95	1	5	0	3	2	Cc1ccc(C(=O)CCC(=O)Nc2ccccc2F)cc1
4	-3	0.99	0.96	1	-6	6	1	O=C(O)CCn1c(=O)[nH]c2ccccc2c1=O
-9	-3	0.97	1.1	3	3	-15	2	Cc1cc(-c2ccccc2)n2nc(N)nc2n1
2	1	0.83	0.98	17	-9	2	-1	O=S(=O)(c1ccc2nc(SCc3cccc(Cl)c3)[nH]c2c1)N1CCOCC1
2	-4	0.97	0.98	3	0	28	-7	C/C(=N/Nc1ncc(Br)cn1)c1ccc(Br)cc1
-15	1	1.1	1.2	-6	-1	-5	-7	COc1ccc(OCC(=O)N2N=C(C)CC2(O)C(F)(F)F)cc1 (stereo not given)
16	-5	1.1	0.84	-7	9	-9	0	O=C(CCc1ccccc1)N1CCN(c2ccc([N+](=O)[O-])cc2)CC1
6	2	1.1	0.94	-8	-6	-7	1	O=C(COc1cccnc1[N+](=O)[O-])Nc1cccc2ccccc12
-2	-7	0.87	1	13	29	5	-1	O=C(CSc1ccc(-c2ccccn2)nn1)c1ccc([N+](=O)[O-])cc1
-2	-2	1.1	1	-6	8	11	7	CC(C)CC(NC(N)=O)C(=O)NCCc1ccc(Cl)cc1 (stereo not given)
4	-12	1	0.96	-1	-5	1	0	O=C1CCC2(CC1)NC(=O)N(c1ccccc1)N2
-6	-1	0.92	1.1	8	4	-12	-4	Nc1ncnc(Nc2cccc(F)c2)n1
-16	4	1.1	1.2	-7	6	-3	15	O=C(Nc1ccc(S(=O)(=O)N2CCCCC2)cc1)c1cccnc1Cl
-6	-10	1	1.1	-5	-11	-12	4	COc1ccc(OCCOCC(O)CN2CCOCC2)cc1 (stereo not given)
4	-2	0.97	0.96	3	-1	-19	-4	Cc1ccc([N+](=O)[O-])cc1NC(=O)CCCOc1ccccc1
-13	-5	1.1	1.1	-12	-15	1	5	CC(=O)NC1CC2CCCC(C1)N2C(=O)Nc1ccccc1 (stereo not given)
4	6	1.1	0.96	-12	-1	11	-1	O=C(Nc1ccc2[nH]ccc2c1)c1ccccc1
1	-1	1.1	0.99	-5	-6	-10	1	CC(=O)c1ccc(OCC(=O)OCc2cc(-c3ccco3)on2)cc1
-2	6	0.97	1	2	-7	10	1	COc1cccc(NC(=O)c2cccc(OC)c2OC)c1
0	-9	0.81	1	19	12	12	-1	Cc1sc(NC(=O)C2C3CCC(C3)C2C(=O)O)c(C(N)=O)c1-c1ccc(C(C)(C)C)cc1 (stereo not given)
-2	-2	0.94	1	6	-9	-11	-9	N=C1C(c2nc3ccccc3s2)=C(O)CN1C1CCCCC1
-17	-2	0.98	1.2	2	-3	12	-1	CN(CC(=O)NC(=O)NC1CCCCC1)c1ccccc1
-4	1	1	1	-5	-16	6	-4	Cc1noc(C)c1COc1ccc(C(=O)OCC(=O)Nc2ccc(S(N)(=O)=O)cc2)cc1
-2	-5	0.96	1	4	-8	-2	-2	CCCc1nc(NC(=O)c2ccccc2)nc(NC(=O)c2ccccc2)n1
-7	-4	0.95	1.1	5	-7	2	-6	Cc1nn(CC(=O)NCCN2CCCCC2C)c(=O)c2cc(-c3ccccc3)nn12 (stereo not given)
0	-4	1.1	1	-5	4	6	-6	N/C(=N\OC(=O)c1ccncc1)c1cccc([N+](=O)[O-])c1
-7	-13	0.95	1.1	5	34	-17	2	Cc1cc(NC(=O)CSCC(=O)N(c2ccc(F)cc2)C(C(=O)NC2CCCCC2)c2ccc(O)c(O)c2)no1 (stereo not given)
11	2	0.96	0.89	4	-6	15	6	O=c1c2cc(NC(=S)NCCN3CCCCCC3)ccc2nc2n1CCCCC2
6	16	0.93	0.94	7	-2	-4	9	O=c1c2ccc([N+](=O)[O-])cc2ncn1CCOc1ccc(Cl)cc1
-30	-3	1.1	1.3	-11	6	-7	0	COc1ccc(NC(=O)CC2CCCCC2)cc1OC
-1	nt	1	1	-1	nt	nt	-3	Cc1ccsc1/C=C1/SC(N2CCOCC2)=NC1=O
-27	1	1.1	1.3	-6	1	-21	-3	Cc1occc1C(=O)N(Cc1nc(-c2ccccc2)no1)C(C)C
-3	-7	1.4	1	-36	-3	-5	-6	CC(=O)N(c1ccccc1)C1SC(=O)N(c2ccccc2)C1=O (stereo not given)
-23	-3	0.94	1.2	6	-2	8	2	CC1CCC(NC(=O)CCS(=O)(=O)c2ccc3c(c2)oc(=O)n3C)CC1 (stereo not given)
-6	-3	1	1.1	-3	2	-9	0	Cc1ccc(C(=O)NCCCNC(=O)c2ccccc2F)cn1
6	-1	0.98	0.94	2	1	-8	0	CC(=O)Nc1nnc(Cc2c[nH]c3ccccc23)s1
5	-2	0.95	0.95	5	-14	-5	0	Cc1ccc(N(CCC#N)C(=O)CSc2nnc3ccccn23)cc1
5	-8	0.96	0.95	4	-7	3	-2	Cc1ccsc1C(=O)C1CCCN(Cc2cn(C)nc2-c2ccccc2)C1 (stereo not given)
-10	-11	1.1	1.1	-5	-7	-3	-2	C=CCOC(=O)C1C(=O)CC(C)(O)C(C(=O)OCC=C)C1c1ccc(N(C)C)cc1 (stereo not given)
8	2	0.93	0.92	7	4	0	-5	CCNC(=O)N1CCCC(C(=O)c2ccc3cc(OC)ccc3c2)C1 (stereo not given)
18	2	1.1	0.82	-6	-10	7	-6	COc1ccc(N2CC(C(=O)Nc3ccc(N4CCOCC4)cc3)CC2=O)cc1 (stereo not given)
-7	-1	1.1	1.1	-8	-15	17	-4	CC(C)(C)OC(=O)C[C@H]1C/C=C\C[C@@H](CC(=O)N(CCO)Cc2ccccc2)C(=O)NC[C@@H](c2ccccc2)OC1=O
-8	15	0.95	1.1	5	0	-13	1	COC(=O)c1cc(COc2ccc3c4c(c(=O)oc3c2)CCCC4)c(C)o1
4	2	0.96	0.95	4	-22	-3	1	CCC(=O)N(Cc1cc2cc(OC)ccc2[nH]c1=O)c1ccc(C)cc1C
